# Compound activity from PubChem BioAssay.
# D2 agonist = agonists of human D2 dopamine receptor | HEK293 T-REx D2 cells, calcium flux agonist mode | activation, % at 2 µM | 340,000 tested, 0.53% active;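 active means activation over 3 SD above normal in the single-dose calcium agonist read, cut at about 30% in these data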; further: 0% is about no effect
#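 In this primary screen, compounds producing a positive calcium signal within 180 s of addition to tetracycline-induced, force-coupled HEK293 Trex D2 cells are flagged; cells are dye-loaded with a no-wash calcium kit beforehand.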
# TRHR PAM = TRH receptor (human) allosteric enhancement | TRHR cells, fluo-8 calcium fluorescence, EC20 TRH enhancement | enhancement, % at 2 µM | 360,000 tested, 0.66% active | AID 493056; in the data active means enhancement above about 30%; further: 0% is about no effect
#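 TRHR-expressing cells loaded with fluo-8 calcium dye were read kinetically (ex 480/em 530) during compound addition, then stimulated with an EC20 of TRH (10 nM final). Enhancement of the Gq-mediated intracellular calcium response was scored.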
# USP1-UAF1 inh = blocks the human USP1/UAF1 deubiquitinase complex; recombinant USP1/UAF1, Ub-Rhodamine cleavage fluorescence; AID 743255; Potency, µM (doses to about 57.1 µM), without a hit: at the top dose activity change, negative = inhibition, most hits filed as inhibitors; O94782; 390,000 tested, 0.23% active; further: potency means the concentration at half of the fitted maximal effect; on the % scale 0 is the no-effect control and ±100 the full control effect; nearly all actives have a fitted effect of over 60% in size; inactives centre near -12
# Target sequence (O94782 whole entry, looked up): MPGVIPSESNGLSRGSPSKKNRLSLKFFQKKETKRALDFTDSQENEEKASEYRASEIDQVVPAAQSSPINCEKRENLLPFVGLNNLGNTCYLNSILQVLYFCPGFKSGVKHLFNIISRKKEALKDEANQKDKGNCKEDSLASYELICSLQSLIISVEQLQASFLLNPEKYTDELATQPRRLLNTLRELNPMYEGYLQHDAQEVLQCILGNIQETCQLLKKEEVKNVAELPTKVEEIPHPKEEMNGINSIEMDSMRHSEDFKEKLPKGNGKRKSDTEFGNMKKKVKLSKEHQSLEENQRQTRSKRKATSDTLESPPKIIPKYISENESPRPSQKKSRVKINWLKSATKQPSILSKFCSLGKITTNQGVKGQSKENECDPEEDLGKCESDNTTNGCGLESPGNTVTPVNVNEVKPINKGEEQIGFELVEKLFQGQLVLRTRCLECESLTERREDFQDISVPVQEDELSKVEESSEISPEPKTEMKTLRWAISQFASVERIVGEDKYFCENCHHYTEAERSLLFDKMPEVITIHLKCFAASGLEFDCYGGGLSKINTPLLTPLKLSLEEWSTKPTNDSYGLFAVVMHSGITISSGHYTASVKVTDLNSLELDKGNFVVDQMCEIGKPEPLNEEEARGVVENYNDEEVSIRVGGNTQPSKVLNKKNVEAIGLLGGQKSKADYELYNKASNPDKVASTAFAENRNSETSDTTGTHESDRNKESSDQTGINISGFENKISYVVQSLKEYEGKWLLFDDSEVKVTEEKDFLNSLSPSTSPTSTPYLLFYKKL
#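 High-throughput fluorogenic screen: 1nM USP1/UAF1 complex, Ub-Rho substrate 150nM final, 50mM HEPES pH 7.8 with 0.5mM EDTA, 0.1 mg/ml BSA, 1mM TCEP and 0.01% Tween-20.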
# rTrxR1 inhibitor = rat TrxR1 inhibition. 390,000 tested, 1% active. recombinant rTrxR1, NADPH fluorescence consumption, selenite substrate. O89049. Potency, µM (series often up to 114 µM), inactives show at the top dose activity change, negative = inhibition, most hits filed as inhibitors; further: potency means the concentration at half of the fitted maximal effect; on the % scale 0 is the no-effect control and ±100 the full control effect; nearly all actives have a fitted effect of over 65% in size
#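 Rat TrxR1 (90 nM in the dispensed reagent) was pre-reduced with 400 uM NADPH for 5 min at room temperature, then incubated with compound for 15 min. After 400 uM selenite was added, NADPH fluorescence (Ex 340/Em 450 nm) was followed for 8 min.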
# D2 antag = D2 dopamine receptor (human) antagonism | 340,000 tested, 2% active | HEK293 TREx D2 cells, calcium flux, dopamine EC80 | inhibition, % at 10 µM; in the data active means inhibition above about 30%; further: 0% is about no effect
#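 Calcium mobilization kinetics were recorded at 1 s intervals in tetracycline-induced HEK293 T-REx D2 cells, first for 180 s after compound addition and then 180 s after EC80 dopamine.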
# PI4K2A inh = PI4K2A (human) kinase inhibition; Q9BTU6; purified PI4K2A, ADP-Glo luminescence, 1 h; active compounds read low; activity change, negative = inhibition, % at 76.9 µM; 420,000 tested, 0.13% active; AID 1346378; in the data active means activity change below about -50%; inconclusive means mostly about -30% to -49%;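 further: -100% = wells without enzyme as full effect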
#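 Compounds are screened against recombinant PI4K2A using PI as substrate and ATP, the latter dispensed at 300 microM. Reactions run one hour at ambient temperature before ADP-Glo detection; full inhibition defined by wells lacking enzyme.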
# TRHR ag = TRH receptor (human) agonism; P34981; TRHR cells, calcium flux fluo-8, FDSS agonist mode; activation, % at 2 µM; 360,000 tested, 0.18% active; AID 493084; in the data active means activation above about 30%; further: 0% is about no effect
#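 TRHR-expressing cells loaded with fluo-8 calcium dye; 23 nL library compound pin-transferred, kinetic FDSS fluorescence (Ex 480/Em 530) recorded about 180 s for agonist-induced calcium release, before a 10 nM TRH EC20 addition for potentiator mode.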
# TrxR1 substrate = rat thioredoxin reductase 1 substrate activity; purified TrxR1 substrate turnover, NADPH consumption readout; Potency, µM (titrated, usually from 114 µM), without a hit: top-dose activity change, negative = substrate turnover; O89049; 390,000 tested, 0.01% active; further: potency means the concentration at half of the fitted maximal effect; on the % scale 0 is the no-effect control and ±100 the full control effect; nearly all actives have a fitted effect of over 50% in size
#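 Rat TrxR1, dispensed at 90 nM, was prereduced with 400 uM NADPH (final) for 5 min at ~22 deg C, then incubated with compound 15 min before 400 uM selenite. A first-read NADPH fluorescence drop versus no-compound background flagged substrates.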
# IDH1 R132H inh = inhibitors of human mutant IDH1 R132H. O75874. IDH1-R132H enzyme, NADPH consumption, diaphorase/resazurin fluorescence. Potency, µM (series often up to 76.6 µM), for inactives: at the top dose activity change, negative = inhibition, usual class: inhibitors. 390,000 tested, 0.093% active. AID 602179; further: potency means the concentration at half of the fitted maximal effect; on the % scale 0 is the no-effect control and ±100 the full control effect; nearly all actives have a fitted effect of over 65% in size
#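 IDH1-R132H (0.5 ug/mL dispensed) in pH 7.5 Tris buffer was preincubated 30 min with compound, then given a substrate mix of 0.016 mM NADPH and 2 mM alpha-KG for 80 min at room temperature; remaining NADPH was read by diaphorase/resazurin fluorescence.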
# * hit, by the source's call; u = inconclusive; x = no result given; [ ] = another dose, or the depositor's remark. Unless noted, the call rests on the fitted dose curve; in most records, active means well fitted inhibition curve with a large enough effect; inconclusive means small, poorly fitted or top-dose-only effect; inactive means no such curve, though single readings can be large or run the other way.
SMILES,D2 agonist,TRHR PAM,USP1-UAF1 inh,rTrxR1 inhibitor,D2 antag,PI4K2A inh,TRHR ag,TrxR1 substrate,IDH1 R132H inh
CC(=O)N1c2ccc(Cl)cc2C2OCCC2C1c1ccco1 (stereo not given),0.1,-5,-18%,-12%[57.1 µM],27,0,-0.6,-8%[57.1 µM],4%
CN(C(=O)c1cc2ccccc2o1)c1c(N)n(Cc2ccccc2)c(=O)[nH]c1=O,x,x,-4%,16%,x,-4,x,1%,-4%
COc1ccc(C(=O)NC(C)c2cnn(-c3ccccn3)c2C)o1 (stereo not given),-1.3,-2,-13%,-16%,-3,3,0.2,-2%,5%
COc1ccc(-c2cc3nc(C4CCN(C(=O)OC(C)(C)C)CC4)c(C(=O)Nc4cc(Cl)cc(Cl)c4)cn3n2)cc1,x,-7,8%,-5%,x,4,1.3,-2%,-12%
Cc1ccccc1NC(=O)Cn1nc(C(=O)O)c2ccccc2c1=O,-1.4,7,0%,5%,-22,-1,-1.0,5%[0.457 µM],-2%
O=C(O)CCCCCN1C(=O)/C(=C/c2cn(-c3ccccc3)nc2-c2cccs2)SC1=S,x,x,u,-17%,x,6,x,-16%,u
Cc1ccc(C(=O)n2nnc3ccccc32)cc1[N+](=O)[O-],3.9,-6,-1%,4%,-14,4,1.1,-1%,-3%
CCOc1cc(CNC2CCCC2)cc(Cl)c1OCc1ccccc1,0.1,1,-15%,4%,11,-4,0.8,0%,6%
CCn1nc(C(=O)Nc2ccc(C)c(C)c2)c(Cl)c1Cl,-1.0,7,0%,48%[activator][57.1 µM],-9,-1,-1.0,13%[57.1 µM],-5%
C=CCSc1nccc(-c2cc(Cl)sc2Cl)n1,-0.7,3,-3%,-11%,-5,0,0.4,-8%,10%
Cc1ccc(NC(=O)CCN2C(=O)NC3(CCCC3)C2=O)cc1,x,0,-12%,5%[57.1 µM],x,3,0.0,3%[57.1 µM],2%
CC(C)C(=O)Nc1cccc2nsnc12,0.6,9,3%,-20%,-12,-4,0.3,-6%,7%
CN(CC(=O)NNC(=O)CNC(=O)c1ccccc1Cl)S(=O)(=O)c1ccc(Cl)cc1,x,1,-16%,17%,x,2,0.1,5%,4%
Cc1ccc(/C=N/Nc2ccnc3cc(Cl)ccc23)c(C)c1,0.5,2,-25%,-22%,14,1,-0.5,-10%,-6%
Cc1ccc(C)c(S(=O)(=O)N2CCN(C(=O)CSC(=S)N3CCCC3)CC2)c1,1.0,1,-20%,1%[57.1 µM],4,1,-0.1,-1%[57.1 µM],-9%
CC1(c2ccc(Cl)cc2)NC(=S)N2C1NC(=S)N2c1ccccc1 (stereo not given),-0.4,7,-6%,9%,-15,-3,-0.4,1%,0%
O=C(CN1C(=O)C2C3C=CC(C3)C2C1=O)NCCc1ccccc1 (stereo not given),1.3,-3,-7%,-2%[57.1 µM],-5,6,-1.5,-8%[57.1 µM],4%
O=C(Cn1c(=O)c(=O)n(Cc2ccccc2)c2ccc(Cl)cc21)Nc1ccc(F)cc1F,0.5,-4,-22%,7%,-3,18,1.1,18%,-5%
O=C(NC1CCCCCCC1)C1=COCCO1,-0.1,1,-10%,5%,-6,-1,-0.7,0%,-2%
COc1cccc(C2CC(=O)Nc3c2c(=O)[nH]c2ncnn32)c1 (stereo not given),0.4,3,-11%,21%[57.1 µM],-3,-2,0.7,0%[57.1 µM],5%

# Overlap with the part before: two entries, then new ones.
SMILES,D2 agonist,TRHR PAM,USP1-UAF1 inh,rTrxR1 inhibitor,D2 antag,PI4K2A inh,TRHR ag,TrxR1 substrate,IDH1 R132H inh
O=C(NC1CCCCCCC1)C1=COCCO1,-0.1,1,-10%,5%,-6,-1,-0.7,0%,-2%
COc1cccc(C2CC(=O)Nc3c2c(=O)[nH]c2ncnn32)c1 (stereo not given),0.4,3,-11%,21%[57.1 µM],-3,-2,0.7,0%[57.1 µM],5%
Cn1c(NC(=O)/C=C/c2c(F)cccc2Cl)cc(=O)n(C)c1=O,0.2,-3,-16%,27%,-1,-3,-0.3,6%,16%
COCCNC(=O)C(C)OC(=O)c1cc2occc2n1C (stereo not given),-0.4,-1,-1%,u,15,1,0.4,1%,2%
COc1ccc(NC(=S)N(CCc2c(C)[nH]c3ccc(C)cc23)Cc2ccco2)cc1,-1.5,-2,u,-19%,-1,2,-0.1,-4%,8%
CCOC(=S)SCC(=O)N1CCc2cc(OC)ccc2C1C1C(=O)CCCC1=O (stereo not given),0.3,-3,-26%,-1%,4,16,-0.7,3%,3%
COc1ccc([C@H]2CC(=O)C=C(c3cccc(F)c3OC)C2)cc1,0.2,0,-21%,13%[57.1 µM],-2,5,0.1,4%[57.1 µM],-4%
CC(C)CNC(=O)c1ccccc1Oc1ccccc1,-1.4,3,0%,12%[57.1 µM],-9,-2,-0.4,-4%,5%
CCN(Cc1ccccc1)C(=O)CCc1nc(-c2ccc(C)cc2)no1,-0.1,-2,-12%,8%[57.1 µM],-8,-4,-0.3,6%[57.1 µM],5%
O=C(Nc1cccc(C(F)(F)F)c1)Nc1ccc2[nH]c(=O)[nH]c2c1,0.9,-6,-9%,9%,-5,-1,-0.2,1%,14%
O=S(=O)(c1ccc(Cl)cc1)n1cnc2ccccc21,0.9,26,-15%,22%,6,2,0.6,11%,3%
CCCCN=CC1=C(O)C(C(=O)OC)C(C)(C)CC1=O (stereo not given),0.0,6,6%,22%[57.1 µM],6,-3,-0.2,15%[57.1 µM],5%
O=C(NCCCN1CCCC1=O)c1cccc(S(=O)(=O)Nc2ccc(Br)cc2)c1,x,11,1%,u,x,-10,0.4,-17%,-5%
Cn1nc(C(=O)NC2CCCN(Cc3ccccc3F)C2)c2ccccc2c1=O (stereo not given),0.9,-4,-4%,-9%,9,3,0.7,-8%,4%
C=C1C[C@@]23CCC4[C@@](C)(CCC[C@@]4(C)C(=O)O)C2CC[C@]1(O)C3 (stereo not given in full),-0.8,-2,-18%,6%,-6,3,0.0,-3%,29%
Cc1ccc2c(=O)cc(C(F)F)oc2c1,-0.9,-1,-8%,11%,-13,12,-0.7,12%[57.1 µM],3%
CCNC(=S)Nc1cc2oc3ccccc3c2cc1OC,0.5,1,-14%,-5%,-2,4,1.3,16%,17%
O=c1[nH]cnc2nn(-c3ccccc3)nc12,1.0,9,-9%,1%,-1,-8,0.0,108%[activator],-1%
COc1cccc(C(CC(=O)NCc2ccco2)NS(=O)(=O)c2ccc(C)cc2)c1OC (stereo not given),0.3,0,-11%,6%[57.1 µM],9,-5,-2.0,11%[57.1 µM],2%
Cc1cccc(-n2ncc3c(NCc4ccco4)ncnc32)c1,0.0,-7,-3%,2%[57.1 µM],-3,-5,0.7,6%[57.1 µM],20%
CCCC(=O)NC(=S)Nc1ccc(Cl)cn1,0.2,-3,-3%,-3%,13,7,0.8,-1%,0%
Cc1ccc(NC(=O)CSc2nc(=O)n(CCN3CCOCC3)c3c2CCCC3)cc1,-1.9,-3,-11%,-1%,0,1,-0.6,-6%,4%
O=C(Cn1ncc(Cl)c(Cl)c1=O)N1CCOCC1,2.8,11,-27%,-1%[57.1 µM],-12,7,0.4,7%[57.1 µM],7%
O=C(NC(=S)N1CCOCC1)C12CC3CCC(CC(C3)C1)C2,1.3,-5,-19%,-20%,14,-1,0.4,-8%,7%
O=S(=O)(NCC(c1cccnc1)N1CCOCC1)c1cccs1 (stereo not given),x,1,-22%,3%[57.1 µM],x,-2,0.4,3%,0%
COc1cc(/C=C(\C#N)C(=O)N2CCc3ccccc32)ccc1O,3.0,7,-13%,-29%,-4,1,2.6,-24%,-10%
CCCCCCCCCCCCCCCC[N+](C)(C)Cc1ccc(F)cc1,x,x,-26%,-7%,x,-2,x,-3%,5%
COc1ccccc1CNc1ccc(-c2nc(-c3ccncc3)no2)cc1[N+](=O)[O-],-1.5,-2,-2%,6%,x,-2,-1.3,-1%,5%
COc1ccc(CNC(=O)COC(=O)c2ccccc2OCC(=O)Nc2ccc(SC(F)F)cc2)cc1,0.4,1,-8%,34%,-1,1,0.0,6%,11%
CCCCNC(=S)N(Cc1ccco1)Cc1cc2cc3c(cc2[nH]c1=O)OCCO3,-1.0,2,-14%,0%,-4,-3,1.3,3%,0%
C=CCC(O)(CC=C)CNC(=O)C1CCC(=O)N(CCCc2ccccc2)C1 (stereo not given),-0.3,-6,-13%,24%,-3,1,-0.2,2%,-2%
COC(=O)c1cc2c(C(F)(F)F)nn(C)c2s1,0.0,-2,11%,19%[57.1 µM],10,2,0.4,16%[57.1 µM],5%
Cc1ccc(OCc2nnnn2-c2ccccc2)cc1,-0.8,6,-23%,-6%,-2,-3,-0.8,-5%,8%
O=C(Nc1ccc(F)cc1)N(Cc1cccs1)Cc1cc2cc3c(cc2[nH]c1=O)OCO3,-1.9,0,-4%,26%,0,1,0.3,24%,8%
Cc1ccc(NCc2ccc(O)c3ncccc23)cc1C,-0.4,-3,-21%,2µM*,4,5,0.0,5%,6%
CC(C)(C)NC(=O)CN(C(=O)CSc1nnc(COc2ccccc2)o1)c1cccc(F)c1,-0.6,0,-1%,12%[11.4 µM],-3,-1,-0.4,6%[11.4 µM],1%
Cc1cc(=O)[nH]c(NN=C2CCCCC2C)n1 (stereo not given),x,x,u,12%[57.1 µM],x,2,x,1%[57.1 µM],2%

# In the list so far, these have a COOH group:
SMILES,D2 agonist,TRHR PAM,USP1-UAF1 inh,rTrxR1 inhibitor,D2 antag,PI4K2A inh,TRHR ag,TrxR1 substrate,IDH1 R132H inh
Cc1ccccc1NC(=O)Cn1nc(C(=O)O)c2ccccc2c1=O,-1.4,7,0%,5%,-22,-1,-1.0,5%[0.457 µM],-2%
O=C(O)CCCCCN1C(=O)/C(=C/c2cn(-c3ccccc3)nc2-c2cccs2)SC1=S,x,x,u,-17%,x,6,x,-16%,u
C=C1C[C@@]23CCC4[C@@](C)(CCC[C@@]4(C)C(=O)O)C2CC[C@]1(O)C3 (stereo not given in full),-0.8,-2,-18%,6%,-6,3,0.0,-3%,29%
